Assay outcomes (PubChem BioAssay)
TDP1 cell CPT – DT40-hTDP1 cell growth loss with CPT. 420,000 tested, 12% active. chicken DT40 Tdp1-/-;hTDP1 cells + 20 nM CPT, ATP luminescence, 48 h. Potency, µM (doses to about 46.2 µM), without a hit: at the highest dose activity change, negative = growth inhibition, most hits filed as inhibitors; also: nearly all actives have a fitted effect of over 55% in size
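Chicken DT40 Tdp1-/- cells stably complemented with human TDP1 were seeded at 400 cells/well in medium containing 20 nM camptothecin, exposed to pin-transferred compounds, and grown at 37 °C for at least 48 hr. Viability was read as ATP luminescence.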
DT40 TDP1 no CPT – qHTS for Inhibitors of human tyrosyl-DNA phosphodiesterase 1 (TDP1): qHTS in cells in absence of CPT; DT40 Tdp1-/- hTDP1 cells, no CPT, ATP luminescence, 48 h; Potency, µM (series often up to 46.2 µM), for inactives: top-dose activity change, negative = growth inhibition, most hits filed as inhibitors; 420,000 tested, 15% active; also: nearly all actives have a fitted effect of over 55% in size
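Luminescent ATP content (CellTiter-Glo) served as the growth readout. Knockout chicken DT40 cells expressing human TDP1 were exposed to compounds without camptothecin for a minimum 48 hr at 37 °C.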
KAT2A inh – inhibitors of human GCN5L2 histone acetyltransferase. Q92830. GCN5L2 HAT assay, ThioGlo1 CoA-SH fluorescence. Potency, µM (top dose mostly 58.9 µM), inactives show at the highest dose activity change, negative = inhibition, hits mostly inhibitors. 390,000 tested, 0.21% active
Target sequence (Q92830 whole entry, looked up): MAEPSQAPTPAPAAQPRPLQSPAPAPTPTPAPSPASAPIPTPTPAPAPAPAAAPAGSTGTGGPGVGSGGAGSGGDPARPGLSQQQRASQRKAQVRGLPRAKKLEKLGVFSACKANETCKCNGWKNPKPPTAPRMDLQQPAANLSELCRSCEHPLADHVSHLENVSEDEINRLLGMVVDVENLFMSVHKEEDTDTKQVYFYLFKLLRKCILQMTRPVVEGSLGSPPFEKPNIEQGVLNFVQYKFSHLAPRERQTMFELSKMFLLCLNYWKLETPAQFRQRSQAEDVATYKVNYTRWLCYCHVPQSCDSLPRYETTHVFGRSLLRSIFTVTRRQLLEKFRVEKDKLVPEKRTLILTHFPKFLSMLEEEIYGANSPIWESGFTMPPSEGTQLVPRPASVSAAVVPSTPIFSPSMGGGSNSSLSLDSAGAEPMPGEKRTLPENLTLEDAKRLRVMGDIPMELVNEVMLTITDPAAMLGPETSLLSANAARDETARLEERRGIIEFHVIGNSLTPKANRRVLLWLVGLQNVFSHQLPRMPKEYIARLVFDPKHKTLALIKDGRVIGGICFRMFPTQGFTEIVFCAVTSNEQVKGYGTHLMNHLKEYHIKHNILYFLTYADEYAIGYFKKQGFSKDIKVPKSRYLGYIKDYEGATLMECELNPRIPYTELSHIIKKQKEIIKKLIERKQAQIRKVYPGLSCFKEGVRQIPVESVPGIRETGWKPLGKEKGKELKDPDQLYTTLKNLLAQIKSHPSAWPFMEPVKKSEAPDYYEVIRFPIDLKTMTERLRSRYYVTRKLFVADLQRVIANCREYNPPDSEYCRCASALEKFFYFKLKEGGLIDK
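Free CoA generated was detected with ThioGlo1 (50uM) fluorescence at Ex340nm/Em540nm, read immediately and after 20 min at room temperature. Enzyme, 20 nM in HEPES pH 7.5 buffer, saw compounds 15 min before adding 75uM H3(1-25) peptide and 70uM acetyl-CoA.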
The depositor's hits bear a star; ? = inconclusive; / = not tested or not shown; & = joins results of further samples; [ ] = dose if it differs, or a comment. Calls follow the shape of the dose curve; as a rule, active = well fitted curve in the direction sought with a large enough effect; inconclusive = small, poorly fitted or top-dose-only effect, or another doubt; inactive = no such curve, though single readings can be large; an effect the other way counts as inactive or inconclusive. % is scaled to controls: 0 for no effect and ±100 for the full control effect; potency is read from the fitted curve at half-maximal effect.

Molecule,TDP1 cell CPT,DT40 TDP1 no CPT,KAT2A inh
CC(=O)Nc1ccc(NC(=O)C2CCCN2S(=O)(=O)c2ccc3c(c2)CCCC(=O)N3)cc1 (stereo not given),-12%,-1%,-9%
CCCN(CCC)C1=CC(=[N+]2CCCC2)CC(C)(C)C1,0.21µM*,0.13µM*,-15%
CCCCn1cnc2c(Sc3c([N+](=O)[O-])ncn3C)nc(N)nc21,-12%,?,/
CCOc1ccc(CC(=O)NNC(=O)NC2CCCCC2)cc1,-19%,-8%,4%
Cn1c2ccccc2c2c(=O)oc3ccccc3c21,?,?,-5%
COc1ccc(OC)c(NC(=O)C2(C)CCN2CCOc2ccccc2)c1 (stereo not given),23µM*,?,/
NC(=S)Nc1ncc(C(F)(F)F)cc1Cl,22%,-10%,-15%
CCCc1nc(SCc2cc(=O)c3ccc(C)c(C)c3[nH]2)n[nH]1,?,?,-16%
CSCCC(NC(N)=O)C(=O)NCC1CCCCC1 (stereo not given),-21%,-22%,-13%
CCOC(=O)C1CCCN(C(=O)CSc2ccc(NC(C)=O)cc2)C1 (stereo not given),3%,-13%,-1%
C#CC(CO)N(CCN(Cc1ccccc1)C(C#C)CO)Cc1ccccc1 (stereo not given),?,?,2%
COc1cc(/C=C/C(=O)OCC(=O)N2CCN(S(=O)(=O)c3ccc(C)cc3C)CC2)ccc1OC(F)F,?,?,/
COCC(C)n1c(SCc2ccc(C(=O)OC)o2)nc2ccccc2c1=O (stereo not given),7.3µM*,8.2µM*,-9%
CCOC(=O)C1(Cc2ccc(OC)cc2)CCN(C(=O)Cn2cnnn2)CC1,5%,0%,0%
CON(c1nc(Cl)nc(N(C)C)n1)S(=O)(=O)c1ccc(C)cc1,-6%,16µM*,0%
Nc1nc(Cl)cc(N2CCOCC2)n1,-7%,-12%,-6%
CCN1C(=O)[C@@H]2[C@@H](c3ccc(SC4CCCCC4)c(OC)c3)N3CCC[C@@]3(C(=O)OC)[C@@H]2C1=O,23µM*,?,-11%
COc1ccc([N+](=O)[O-])cc1NC(=O)Cc1ccc(C)cc1,-12%,-18%,-3%
C/C(=N\NC(=S)NCc1ccccc1)c1ccc(C#N)cc1,-10%,7%,0%
Cc1cccc(CC(=O)NC2CCCCCC2)c1,3%,?,-2%
Cc1ccc(NC(=O)CSc2nnc(-c3cc4occc4n3C)n2-c2ccccc2C)c(C)c1,?,18µM*,-10%
Cn1c(C(=O)N2CCC(C(=O)N3CCN(c4ccccc4)CC3)CC2)cc2sccc21,13µM*,?,-5%
O=C1/C(=C/c2cccs2)COc2ccccc21,?,?,-5%
C=CCN1C(=O)C(CC(=O)NCC)SC1=Nc1ccccc1CC (stereo not given),-29%,?,-1%
CCOC(=O)c1c(S(=O)(=O)NCC(=O)Nc2cccc(C)c2C)c(C)n(C)c1C,3%,18%,-9%
COc1ccc(O)c(C(=O)c2cnc3c(c2)CN(C)C(=O)N3)c1,18µM*,18µM*,-2%
O=C(NNC1CC(=O)N(c2cccc(Cl)c2)C1=O)c1cccs1 (stereo not given),4%,-6%,-1%
N#Cc1ccc(OCc2noc(-c3ccsc3)n2)cc1,21%,-2%,3%
COc1ccccc1CCc1nc2ccccc2n1C1CCN(C(=O)c2cn3ccsc3n2)CC1,9%[9.04 µM],-8%,/
CCc1cc(=O)oc2cc(O[C@@H]3O[C@H](CO)[C@@H](O)[C@H](O)[C@H]3O)c(Cl)cc12,-4%,-11%,-7%
C#CC[N+](C)(C)CCCCCCCCC,2.3µM*,2.3µM*,2%
CCOC(=O)c1ccccc1NC(=O)COC,-18%,-6%,-3%
Cc1ccc(Nc2nc(N)nc(CSc3nccn3C)n2)c(C)c1,7%,1%,-6%
CCOc1ccc(NC(=O)C2CC(=O)N(CC)C(=Nc3ccc4c(c3)OCO4)S2)cc1 (stereo not given),-15%,-30%,-4%
COc1ccc(-c2nnc(SCC(=O)NC3CC3)o2)cc1,5%,-5%,1%
CCOc1ccc(OCC)c(NC(=O)C(NS(=O)(=O)c2cccs2)c2ccccc2)c1 (stereo not given),-22%,?,0%
CN1OC[C@@H]2CN(Cc3ccccc3)[C@H](c3cccc(-c4ccccc4)c3)C[C@@H]21,?,?,/
Cc1c(C(=O)NCCN2CCOCC2)cnn1-c1nccc(-c2cc3ccccc3o2)n1,-17%,-18%,/
COc1cc2c(cc1OC)CN(C(=O)CC1CC3CCC1C3)CC2 (stereo not given),?,?,-4%
O=c1cnc2cnc(Oc3cccc(Cl)c3)nc2n1Cc1ccc(F)cc1,?,23µM*,-12%
Cn1c(N)c(NC(=S)NC2CCCCC2)c(=O)n(C)c1=O,1%,-12%,/
OCc1ccccc1Cn1ccnc1,-2%,-15%,/
Cc1ccc(N2CCN(C(=O)CN3C(=O)c4ccccc4C3=O)CC2)cc1,-1%,-22%,-1%
Cc1onc(-c2ccccc2)c1C(=O)Nc1sccc1C#N,-5%,-16%,-6%
COc1ccc(C)cc1Nc1n[n+](-c2ccccc2)c(-c2cc([N+](=O)[O-])cc(OC)c2O)s1,21µM*,?,-2%
CC(C)(C)CN1C(N)=NC[C@H]1Cc1ccc(O)cc1,?,?,40%[activator]
Cc1nc(Nc2ncc3c(n2)CC(C)(C)CC3=O)nc2ccccc12,-2%,22%,/
COC(=O)N1CCN(c2ccc(C(C)=O)cc2)CC1,-11%,-33%,3%
CNC(=O)c1[nH]cnc1C(=O)N[C@@H](CC(C)C)C(=O)OCc1ccccc1,-9%,?,-7%
O=C(CCn1c(=S)oc2ccccc21)N1CCCCC1,7%,-11%,-12%
O=C(Nc1cccc2c1CCCC2)C1CCCN(S(=O)(=O)c2cccc3nonc23)C1 (stereo not given),-16%,?,/
COc1ccc(N2CCN(C(=O)C3CCN(S(=O)(=O)c4cccs4)CC3)CC2)cc1,?,23µM*,-6%&-1%
Cc1cccc(C(=O)OCC(=O)NCC2COc3ccccc3O2)c1 (stereo not given),-6%,6%,0%
CCCS(=O)(=O)NCc1c(C)ncc2c1CCN(C(=O)c1cccc(Cl)c1F)C2,22%[9.04 µM],-21%,/
COc1ccc(N2C(=O)CC(NNC(=O)c3ccc(Br)s3)C2=O)cc1 (stereo not given),14%,12%,-2%
CC1CCCCN1CCCNc1c(C=O)c(=O)[nH]c2ccccc12 (stereo not given),12%,1%,3%
Cc1ccc(-c2ccc([C@H]3[C@H]4C=CC[C@@H](C)[C@@H]4C(=O)N3Cc3ccccc3)c(F)c2)cc1,?,?,-6%
CCCCC(=O)NC(c1ccc(OC)cc1)c1ccc2cccnc2c1O (stereo not given),5.8µM*,9.2µM*,/
O=S(=O)(c1ccc(F)cc1)N(Cc1nc(-c2ccccc2)no1)C1CCCCC1,?,16µM*,-16%
CCOC(=O)/C(C(N)=NC(C)C)=C(\O)c1ccccc1,-9%,-20%,-1%

Quoted from the listing:
CNC(=O)c1[nH]cnc1C(=O)N[C@@H](CC(C)C)C(=O)OCc1ccccc1 in TDP1 cell CPT is listed with -9%
Cc1ccc(Nc2nc(N)nc(CSc3nccn3C)n2)c(C)c1 in TDP1 cell CPT is listed with 7%
O=c1cnc2cnc(Oc3cccc(Cl)c3)nc2n1Cc1ccc(F)cc1 in KAT2A inh is listed with -12%
CC(C)(C)CN1C(N)=NC[C@H]1Cc1ccc(O)cc1 in KAT2A inh is listed with 40%[activator]
O=C(Nc1cccc2c1CCCC2)C1CCCN(S(=O)(=O)c2cccc3nonc23)C1 (stereo not given) in TDP1 cell CPT is listed with -16%

An excerpt from above in order of molar mass, lowest first.
Molecule,TDP1 cell CPT,DT40 TDP1 no CPT,KAT2A inh
Cc1onc(-c2ccccc2)c1C(=O)Nc1sccc1C#N,-5%,-16%,-6%
CC1CCCCN1CCCNc1c(C=O)c(=O)[nH]c2ccccc12 (stereo not given),12%,1%,3%
COc1cc2c(cc1OC)CN(C(=O)CC1CC3CCC1C3)CC2 (stereo not given),?,?,-4%

New compounds follow:
Second line of a record: TDP1 cell CPT | DT40 TDP1 no CPT | KAT2A inh
> Cc1ccc(C2CCN(C(=O)Nc3ccc(Cl)cc3)C2)cc1 (stereo not given)
    ? | ? | -7%
> Cc1ccc(C(=O)NCC(=O)OC(C)C(=O)Nc2ccc(N(C)C)cc2)cc1C (stereo not given)
    7% | -1% | -14%
> Cc1ccccc1-c1nc(CN2CCC(C(=O)NCCN3CCOCC3)CC2)c(C)o1
    8% | 2% | 1%
> Cc1cc(C)cc(N(C(=O)CNC(=O)c2ccco2)C(C(=O)NC2CCCC2)c2cccnc2)c1 (stereo not given)
    -5% | 7% | -4%
> CC[n+]1c(C)sc2cc(C)ccc21
    3.7µM* | 3.7µM* | -7%
> CCN(c1ccc(F)cc1)S(=O)(=O)c1ccc2[nH]cc(C(=O)NCCCN3CCOCC3)c(=O)c2c1
    11% | 14% | -6%
> CC(C)(C)c1cc(NS(=O)(=O)c2ccc(Br)s2)no1
    -5% | 1% | 0%
> Cn1c(N)c(C(=O)COC(=O)COc2ccc(Cl)cc2Cl)c(=O)n(C)c1=O
    -23% | -9% | -13%
> O=C1Nc2c(c(=O)[nH]c(=O)n2-c2ccccc2F)C(C(F)(F)F)(C(F)(F)F)N1
    9% | -12% | -1%
> Cc1cccc(OCC(=O)OCC(=O)NCC2CCCO2)c1C (stereo not given)
    1% | -19% | -5%
> CC[C@]1(C(=O)OC)[C@H]2C(=O)N(C)C(=O)[C@H]2[C@H]2CN(C)C(=NC)N21
    -14% | -2% | -6%
> CCn1c(Cc2ccccc2)nnc1SCC(=O)Nc1ccccc1N1CCOCC1
    -27% | -5% | -7%
> O=C(NCC(=O)N1CCN(S(=O)(=O)c2ccccc2)CC1)c1ccc2ccccc2c1
    -4% | ? | -17%
> CC(=O)c1cccc(NS(=O)(=O)c2ccc(N/C=C\C(=O)c3ccc(F)cc3)cc2)c1
    13µM* | 10µM* | -16%
> CCc1ccc2c(c1)NC(=O)C2(C)Cc1ccc(C(F)(F)F)o1 (stereo not given)
    23µM* | ? | /
> COc1ccc2[nH]cc(C(=O)CN3CC(C)CC(C)C3)c2c1 (stereo not given)
    16% | -22% | -17%
> COCOc1ccc(-c2ncc(OC)nc2NC(=O)c2ccsc2)cc1
    -15% | -30% | /
> Cn1c(=O)n(C)c2cc([N+](=O)[O-])c(N3CCN(C(=O)C(C)(C)C)CC3)cc21
    16µM* | 13µM* | -14%
> COc1ccccc1N1CCN(C2CCCN(C(=O)CCN3CCCCO3)C2)CC1 (stereo not given)
    2% | 16% | -10%
> C=CCN(C(=O)CSc1nc2ccsc2c(=O)n1Cc1ccccn1)c1ccccc1
    -23% | ? | 2%
> N#Cc1c2ccc(O)cc2n2ccccc12
    ? | 8.2µM* | -22%
> CC1CCCCN1S(=O)(=O)c1cccc2nonc12 (stereo not given)
    -11% | -7% | 3%
> COCc1[nH][nH]c(=O)c1C=Nc1ccc(OC(F)(F)F)cc1
    8% | 10% | -9%
> Cc1cccc2c1-c1sc(C(=O)NCc3ccc(Cl)cc3)cc1CO2
    -29% | -17% | -4%
> CCCCNC(=O)C(NC(=O)c1cnccn1)C(=O)c1ccccc1 (stereo not given)
    -5% | 2% | /
> COc1ccc(CCNC(=O)c2nnc(Cc3c(F)cccc3Cl)o2)cc1OC
    -16% | -20% | -11%
> COc1cc(O)c(C(=O)O)c(O)c1
    -2% | -1% | -6%
> COC(=O)c1c(OCC2CCCN(C)C2)cc(=O)n2c1CCN(Cc1ccc(OC)c(O)c1)CC2 (stereo not given)
    20% | -21% | /
> Cc1ccc(OCCCC(=O)NCc2ccco2)cc1
    -12% | 2% | -6%
> COc1cccc(NC(=S)/C(=C(\[O-])c2ccc(OC(F)F)cc2)[n+]2ccccc2)c1
    13µM* | 15µM* | -16%
> CC(C)N(C(C)C)S(=O)(=O)c1ccc(NC(=O)c2cnccn2)cc1
    -6% | 7% | -21%
> O=C(Nc1cccc(Cl)c1N1CCOCC1)c1ccc2c(c1)OCCO2
    ? | ? | -9%
> O=C1Nc2ccccc2C12OCCCO2
    6% | -13% | 12%
> CCCc1ccc(OCCNC(=O)c2ccccc2Br)cc1
    ? | ? | -9%
> O=C(c1cnccn1)N1CCC2(CC1)CN(c1ncccn1)C2
    2% | 1% | ?
> COc1ccc(N(C(=O)c2snc(C(N)=O)c2N)C(C(=O)NC2CCCC2)c2ccc3ncccc3c2)cc1 (stereo not given)
    ? | -22% | 0%
> CCOC(=O)c1cnc2ccc(C)cc2c1Sc1ccccc1
    ? | 26µM* | -14%
> CCOC(=O)c1c(CN(CC)CC)n(C)c2cc(Br)c(O)cc12
    -11% | ? | -5%
